uPA surface inh – blocks generation of uPA at the cell surface; cell surface uPA generation assay, qHTS; Potency, µM (highest dose often 38.3 µM), inactives show at the highest dose activity change, negative = inhibition, most hits filed as inhibitors; 0.31% of 330,000 active; active = well fitted inhibition curve with a large enough effect; inconclusive = small, poorly fitted or top-dose-only effect; inactive = no such curve, though single readings can be large or run the other way; tested in mouse RAW 264.7 cells; note: potency is the fitted concentration of half-maximal effect; % is set by controls: 0 for no effect and ±100 for the full control effect; nearly all actives have a fitted effect of over 55% in size
B2AR arrestin – recruits beta-arrestin to the human beta2-adrenergic receptor. beta-arrestin recruitment to beta2AR, cell-based reporter. Potency, µM (highest dose often 46.1 µM), inactives show at the top dose activation, hits mostly activators. 0.02% of 330,000 active. AID 492947;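 note: potency is the fitted concentration of half-maximal effect; 0% = DMSO controls and full agonism = EC100 isoproterenol or metaproterenol; nearly all actives have a fitted effect of over 65% in size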
Target sequence (P07550 whole entry, looked up): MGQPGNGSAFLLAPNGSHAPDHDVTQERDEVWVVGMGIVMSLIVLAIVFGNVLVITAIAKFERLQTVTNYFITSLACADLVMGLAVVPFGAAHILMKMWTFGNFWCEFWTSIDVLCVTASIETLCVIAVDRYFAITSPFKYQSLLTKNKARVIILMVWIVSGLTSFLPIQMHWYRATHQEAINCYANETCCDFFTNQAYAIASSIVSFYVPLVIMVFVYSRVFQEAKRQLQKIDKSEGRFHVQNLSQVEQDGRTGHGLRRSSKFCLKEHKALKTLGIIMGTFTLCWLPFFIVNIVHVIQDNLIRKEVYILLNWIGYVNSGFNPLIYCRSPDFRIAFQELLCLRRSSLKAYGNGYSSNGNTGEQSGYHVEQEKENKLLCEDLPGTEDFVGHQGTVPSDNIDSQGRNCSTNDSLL
ELG1 genotoxic – genotoxicity induction in ELG1-luciferase HEK293T cells; 1.3% of 330,000 active; HEK293T ELG1-luciferase reporter, luminescence, 16 h; Potency, µM (titrated, usually from 46 µM), for inactives: top-dose activity change, positive = activation, most hits filed as activators; AID 504466; note: potency is the fitted concentration of half-maximal effect; % of control where 0% means no effect; nearly all actives have a fitted effect of over 60% in size
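Step 1: seed 2,000 HEK293T ELG1-luciferase cells per well. Step 2: add compound or DMSO, incubate 16 hr at 37 °C. Step 3: ONE-Glo, 30 min at room temperature, read luminescence.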
Eya2 phos inh – Eya2 (human) phosphatase inhibition | recombinant Eya2, OMFP fluorescence dephosphorylation (OMFP is methylfluorescein phosphate) | 0.006% of 330,000 active | O00167 | Potency, µM (top dose mostly 76.9 µM), inactives show top-dose activity, negative = inhibition, actives largely listed as inhibitors; note: potency is the fitted concentration of half-maximal effect; % is set by controls: 0 for no effect and ±100 for the full control effect
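Eya2 (0.2 uM) preincubated 10 min at ambient with compound, then OMFP substrate added at 50 uM; 10 min reaction in 50 mM HEPES pH 7.5, 50 mM NaCl, 5 uM MgCl2, 0.05% BSA, 1 mM DTT. Fluorescence read at Ex 485/Em 525 nm.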
p53 reactivation – restores transcriptional activity of mutant p53. AID 504706. 0.063% of 320,000 active. H1299 p53-A138V BP100-luciferase reporter, luminescence, 24 h. Potency, µM (doses to about 92.2 µM), for inactives: at the highest dose activity change, positive = activation, hits mostly activators; note: potency is the fitted concentration of half-maximal effect; % of control where 0% means no effect; nearly all actives have a fitted effect of over 45% in size
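p53-null H1299 cells stably carrying temperature-sensitive p53-A138V and a BP100-luciferase reporter were pinned with compounds (4-point, 1:5 series) and held 24 hrs at 37 deg C. Luminescence was read 10 min after detection reagent.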
PTAP TSG101 blk – blocks PTAP/TSG101 interaction to inhibit HIV-1 budding. Q99816. Fluorescence polarization, FITC-PTAP peptide / Tsg101 binding. Potency, µM (top dose mostly 115 µM), for inactives: top-dose activity change, negative = inhibition, usual class: inhibitors. 340,000 tested, under 10 active; active = well fitted inhibition curve with a large enough effect in the main read-out, with a control signal flat, not every such curve was filed as active; inconclusive = small, poorly fitted or top-dose-only effect, or effect the other way, or a change in a side signal; inactive = no such curve, though single readings can be large or run the other way; note: potency is the fitted concentration of half-maximal effect; % of control where 0% means no effect
Target sequence (Q99816 whole entry, looked up): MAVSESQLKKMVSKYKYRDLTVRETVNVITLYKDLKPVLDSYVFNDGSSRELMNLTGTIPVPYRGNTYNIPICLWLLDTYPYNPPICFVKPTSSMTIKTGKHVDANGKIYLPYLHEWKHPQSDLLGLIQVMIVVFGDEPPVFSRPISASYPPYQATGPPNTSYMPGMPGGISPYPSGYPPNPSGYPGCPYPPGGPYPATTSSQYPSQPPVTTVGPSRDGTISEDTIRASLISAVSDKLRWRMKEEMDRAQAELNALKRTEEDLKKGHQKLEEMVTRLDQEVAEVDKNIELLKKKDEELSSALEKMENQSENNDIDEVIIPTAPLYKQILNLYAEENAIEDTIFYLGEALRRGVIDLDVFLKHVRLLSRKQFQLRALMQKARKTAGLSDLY
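Fluorescence anisotropy tracks displacement of a FITC-tagged PTAP peptide (50 nM) from the Tsg101 binding domain (10 uM), following a 20 min room-temperature incubation at pH 7.5.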
TRPV1 agonist – activates the human vanilloid receptor TRPV1. Q8NER1. TRPV1-expressing cells, Fluo-8 calcium influx, agonist mode. activation, % at 8.33 µM. 0.19% of 320,000 active. AID 540275; in the data active = activation above about 80%; inconclusive = between about 30% and that limit; note: 0% is about no effect
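Fluo-8 calcium influx in TRPV1-expressing cells, kinetic read (ex 480/em 520 nm). Compound added and read 3 min for agonist activity, followed by capsaicin at EC20 final and 2 min further read for enhancement.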
Integrin act MD – activators of alpha7 integrin expression for muscular dystrophy | alpha7betagal myoblasts, beta-gal FDG fluorescence, 48 h | Potency, µM (doses to about 38.3 µM), for inactives: at the highest dose activation, actives largely listed as activators | 0.064% of 350,000 active;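 note: potency is the fitted concentration of half-maximal effect; 100% = response of the positive control SU9516; nearly all actives have a fitted effect of over 60% in size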
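alpha7betagal+/- myoblasts (passage 13, 250/well) treated 48 h at 37C with compounds at 1:260 dilution of DMSO stock. Lysed, then beta-galactosidase activity read as FDG fluorescence (ex 480/em 540) after 30 min, with pre-read for autofluorescence.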
USP2a inh – USP2a (human) protease inhibition; O75604; USP2 core, Ub-CHOP2 coupled fluorogenic reporter, 485/531; Potency, µM (doses to about 38.3 µM), for the others: top-dose activity change, negative = inhibition, actives largely listed as inhibitors; 0.01% of 330,000 active;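 note: potency is the fitted concentration of half-maximal effect; plate controls were DMSO wells for no effect and full inhibition by NEM control for full effect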
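Deubiquitinase activity read as fluorescence (485/531 nm) after Ub-CHOP2 cleavage activates the enterokinase reporter on its substrate; USP2 core 10nM, Ub-CHOP2 and substrate 25nM each, 30min compound preincubation then 60min RT; data normalized to NEM, curves fitted.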
BRCA1 expr up – activators of BRCA1 expression | MCF7-BRCA1-FFLuc reporter, luminescence, 48 h; response scale: scaled: vehicle 0%, 10 µM genistein 100% | Potency, µM (highest dose often 46.1 µM), for inactives: at the highest dose activation, most hits filed as activators | 1.1% of 380,000 active | AID 624202; note: potency is the fitted concentration of half-maximal effect; nearly all actives have a fitted effect of over 80% in size; some results filed as inactive show a strong effect at the top dose
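Compounds are tested at multiple concentrations on MCF7 BRCA1-luciferase reporter cells seeded at 2000 per well; after 48 h, a single luminescence end-point is taken and curves fitted to the normalized data.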
ASM inhibitor – blocks human secretory acid sphingomyelinase. placental ASM, HMU-PC fluorogenic substrate, 60 min. Potency, µM (series often up to 57.5 µM), for inactives: at the top dose activity change, negative = inhibition, actives largely listed as inhibitors. 0.006% of 340,000 active. AID 504937; note: potency is the fitted concentration of half-maximal effect
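Human placenta-derived ASM preincubated with compound 10 min at room temperature, then reacted with 9 uM (final) fluorogenic HMU-PC substrate for 60 min at 37 C. Stop solution raises pH to 10; fluorescence read at Ex 386/Em 447 nm.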
An asterisk follows results filed as active; ? = inconclusive; / = not tested or not shown; [ ] = dose if it differs, or a comment. Unless noted, calls come from the whole dose curve; as a rule, active = well fitted curve in the direction sought with a large enough effect; inconclusive = small, poorly fitted or top-dose-only effect, or another doubt; inactive = no such curve, though single readings can be large; an effect the other way counts as inactive or inconclusive. Outcome played no part in choosing rows, and some 2.6% of all compounds hit somewhere here.

SMILES | uPA surface inh | B2AR arrestin | ELG1 genotoxic | Eya2 phos inh | p53 reactivation | PTAP TSG101 blk | TRPV1 agonist | Integrin act MD | USP2a inh | BRCA1 expr up | ASM inhibitor
COc1ccc2c3c([nH]c2c1)C1CC2C(CC(O)C(OC)C2C(=O)O)CN1CC3 (stereo not given) | 3.7% | -0.9% | 11.4% | 0.8% | -0.8% | -14.1% | 0.8 | 7.0% | -7.3% | 21.1% | 43.4%[activator]
C=CCn1cnc2c(c1=O)c1nc3ccccc3nc1n2-c1ccc(C)cc1 | / | 2.6% | -1.5% | -21.6% | -0.3% | / | -1.2 | / | 2.7% | / | /
CN1C(=O)C(O)(CC(=O)/C=C/c2ccco2)c2ccccc21 (stereo not given) | -0.1% | 0.3% | -0.8% | -3.1% | 3.0% | -7.6% | 0.9 | 9.8% | 4.6% | -25.3% | 8.0%
CC1=NN(C(=O)COc2ccccc2C)C(O)(c2ccc(Cl)cc2)C1 (stereo not given) | -2.1% | -0.3% | 1.3% | 0.7% | -15.4% | 1.0% | 25.6 | -9.3% | -4.4% | -37.7% | -1.3%
CCOc1c(Br)cc(C2NS(=O)(=O)N=C3CCCCCN32)cc1OC (stereo not given) | -0.8% | 0.1% | 0.0% | -5.1%[15.4 µM] | 6.0% | 0.7% | -3.1 | 7.7% | 0.9% | -45.6% | 1.3%
O=c1cc(C2CCCCC2)[nH]c(=O)[nH]1 | 4.4% | / | / | / | / | 0.0% | / | 4.7% | / | 1.0% | 5.0%
COc1cccc(NC(=S)N2CCC(Cc3ccccc3)CC2)c1 | -9.4% | -0.9% | -4.8% | -3.0% | 17.9% | 1.0% | 24.0 | -50.0%[inhibitor] | -5.8% | -9.2% | -6.0%
CC(=O)c1c(C)oc2ccc(N(C(=O)C3CCCCC3)S(=O)(=O)c3cc([N+](=O)[O-])ccc3C)cc12 | -2.8% | 3.3% | 3.0% | -5.7% | -10.9% | 0.6% | 4.7 | 0.1% | 4.6% | -18.4% | -2.0%
COc1cccc(/C=N/NC(=O)CNC(=O)c2ccco2)c1O | ? | -0.2% | 0.1% | 15.5% | 17.6% | -2.0% | 1.2 | -46.9%[inhibitor] | 2.2% | -25.5% | 32.0%[activator]
COc1ccc(/C=C/CN2CCN(CC(C)C)C(CCO)C2)cc1 (stereo not given) | 1.6% | 3.5% | 3.5% | 9.9% | 9.0% | 1.9% | 8.8 | -1.3% | -3.4% | 0.8% | -6.9%
CCCCOC(=O)c1ccc(NC(=O)C(=O)NCc2cccnc2)cc1 | 1.6% | 0.1% | 0.0% | -0.7% | -1.4% | -1.6% | -7.6 | -17.2% | 0.2% | -1.5% | -1.0%
O=C(c1ccccc1NS(=O)(=O)c1ccc(Cl)cc1)N1CCc2ccccc21 | -0.5% | -0.2% | -3.4% | 6.8% | -3.1% | 0.1% | 7.7 | -3.8% | 0.4% | -34.1% | -5.2%
Cc1ccccc1OCCC(=O)OCC(=O)Nc1ccc(N2CCOCC2)cc1 | -5.7% | -1.0% | 8.7% | 4.9% | -9.6% | -0.2% | 18.5 | -26.1% | -0.8% | -11.1% | 2.0%
COc1ccccc1NS(=O)(=O)c1cc(NC(=O)Cc2n[nH]c(=O)c3ccccc23)ccc1Cl | -0.2% | 7.5% | -8.6% | -0.4% | -8.3% | 0.5% | / | -38.0% | -9.3% | -39.5% | -11.4%
CN(C)c1ccc(Cc2cc3c(O)ccc(O)c3cc(Cc3ccc(N(C)C)cc3)c2=O)cc1 | 2.8% | / | / | / | / | -6.0% | / | -53.3%[inhibitor] | / | 20.2% | -22.9%
COc1ccc(-c2cc(-c3ccccc3)nc(NN)n2)cc1OC | -6.8% | 2.6% | 8.3% | -5.9% | / | -3.5% | 7.4 | 35.7% | 1.8% | -17.5% | 9.7%
Cc1cc(C(=O)NNC(=S)NCC2CCCO2)cs1 (stereo not given) | / | -0.1% | -1.4% | 10.9% | 4.1% | 1.7% | 1.5 | ? | -0.2% | 5.7% | -1.9%
COCCN1C(=O)N[C@@H](c2ccco2)C(C(=O)OC)=C1C | 21.1% | / | / | / | / | -0.7% | / | 12.3% | / | 1.6% | -5.7%
Cc1ccc(S(=O)(=O)CCC(=O)OCCOc2cccc(Br)c2)cc1 | 1.3% | -1.1% | 2.6% | -9.1% | 2.5% | -2.8% | 12.6 | 15.2% | 1.2% | 3.5% | -7.0%
COc1cccc(N2CCN(C(=O)CCCCCNc3nc(=S)[nH]c4ccccc34)CC2)c1 | -1.4% | -0.2% | -14.6% | 0.0% | -3.4% | -1.4% | -3.7 | -57.9%[inhibitor] | -0.9% | -82.1% | -2.7%
COCCNc1nc2c(c(=O)n(C)c(=O)n2C)n1Cc1cccc(C(F)(F)F)c1 | -8.7% | -0.1% | -8.2% | -24.3% | -13.8% | -6.2% | 6.4 | -34.1%[inhibitor] | -1.3% | -48.6% | -5.4%
CCn1c(SCC(=O)N(C)C)nc2cc(S(=O)(=O)N3CCCCC3)ccc21 | -3.7% | -0.5% | 2.4% | 20.9% | -2.8% | -4.5% | 17.0 | 15.3% | 0.9% | -10.5% | -0.8%
CC(C)c1ccc(O)c(N)c1 | -3.9% | -0.7% | -5.1% | -21.8% | 29.7% | -2.3% | 14.9 | -31.0% | -0.5% | -4.1% | 3.5%
COc1ccc(-c2nnc(-c3ccccc3O)o2)cc1 | 7.0% | 0.0% | ? | -5.9% | ? | -0.4% | 21.9 | -19.4% | -0.2% | ? | 26.4%
CC(C)C(NC(=O)c1ccc(F)cc1)C(=O)NCC1CCCO1 (stereo not given) | -0.7% | -0.8% | 0.1% | 5.6% | -0.6% | 2.3% | -0.3 | 2.4% | -1.5% | 4.4% | 4.8%
O=C(Cc1cccs1)NCc1ccc(F)cc1 | -2.5% | -0.7% | ? | -1.7% | ? | -4.1% | ? | -13.3% | 0.3% | 29.2% | 2.2%
O=C(CCCN1C(=O)/C(=C/c2ccccc2)SC1=S)Nc1ccccc1O | 2.8% | -0.2% | -6.8% | 17.0% | 7.6% | -3.3% | 8.1 | -34.2% | -0.9% | -68.9% | -3.2%
COC(=O)c1ccccc1S(=O)(=O)N1CCC(C(=O)OC(C)C(=O)Nc2ccc(NC(C)=O)cc2)CC1 (stereo not given) | 11.1% | 0.2% | 5.1% | -4.7% | -6.8% | -1.1% | -1.9 | 17.3% | -3.1% | -16.5% | -4.7%
Cc1cc2cc3c(cc2nc1SCC(=O)Nc1nc(C)c(C)s1)OCO3 | -3.1% | -0.2% | -4.5% | -10.1% | -0.2% | 4.0% | -1.8 | 9.2%[7.66 µM] | 0.8% | -60.6% | -0.2%
NC(=O)CC(NC(=O)Cc1ccc(Br)cc1)c1ccc(N2CCC(N3CCCC3)CC2)c([N+](=O)[O-])c1 (stereo not given) | 7.1% | -0.4% | 1.4% | -5.0% | 10.1% | -2.4% | -0.3 | 13.4% | -0.8% | 25.2% | -11.8%
COc1ccc(N2CCN(C(CNC(=O)C(=O)NC3CC3)c3ccco3)CC2)cc1 (stereo not given) | 0.6% | 0.1% | 7.7% | 7.1% | -0.7% | -0.2% | 14.5 | 14.0% | -1.1% | 3.0% | 0.4%
CC1=C(C(=O)OCCOC(C)C)C(c2cccnc2)C2=C(CCCC2=O)N1 (stereo not given) | 10.0% | -0.3% | -2.4% | -16.5% | -14.3% | -1.1% | 0.2 | 4.1% | -0.1% | 11.6% | 476.3%[activator]
COc1cc(OC)nc(Oc2ccccc2C(=O)Oc2ccc(F)cc2Cl)n1 | -8.9% | 0.2% | -2.8% | -14.2% | -5.1% | -6.9% | 9.8 | -0.5% | 1.3% | 7.0% | -1.4%
Cc1cccc(C)c1N(C(=O)c1ccco1)C(C(=O)NC1CCCC1)c1ccncc1 (stereo not given) | / | -0.2% | -3.4% | 1.3% | -2.5% | -3.7% | 0.4 | ? | -1.8% | -2.5% | 4.1%

Among those listed so far, these contain an aryl thioether with sulfur outside any ring:
SMILES | uPA surface inh | B2AR arrestin | ELG1 genotoxic | Eya2 phos inh | p53 reactivation | PTAP TSG101 blk | TRPV1 agonist | Integrin act MD | USP2a inh | BRCA1 expr up | ASM inhibitor
CCn1c(SCC(=O)N(C)C)nc2cc(S(=O)(=O)N3CCCCC3)ccc21 | -3.7% | -0.5% | 2.4% | 20.9% | -2.8% | -4.5% | 17.0 | 15.3% | 0.9% | -10.5% | -0.8%
Cc1cc2cc3c(cc2nc1SCC(=O)Nc1nc(C)c(C)s1)OCO3 | -3.1% | -0.2% | -4.5% | -10.1% | -0.2% | 4.0% | -1.8 | 9.2%[7.66 µM] | 0.8% | -60.6% | -0.2%

Screening results: PubChem, National Center for Advancing Translational Sciences (NCATS)
